Source: PubChem
RECQ1 inh: RECQ1 (human) helicase inhibition; P46063; RECQ1 DNA unwinding, red fluorescence kinetic read; Potency, µM (titrated, usually from 57.3 µM), for inactives: at the highest dose activity, negative = inhibition, usual class: inhibitors; 240,000 compounds, 0.54% hits; AID 2549;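 note: plate controls were vehicle for no effect and no enzyme for full effect; nearly all actives have a fitted effect of over 30% in size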
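50 nM RECQ1T1 preincubated 15 min with compound in Tris pH 8.0 buffer with MgCl2, DTT, Tween-20 and 2.5 ug/ml poly(dI-dC); started with 200 nM TAMRA/BHQ-2 forked duplex and 2 mM ATP. Unwinding read as fluorescence (525/598 nm), two reads 2 h apart.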
Tau fluor cs: counter-screen for tau fibril formation inhibitors; tau K18 P301L Alexa594 fluorescence, heparin fibrillization; Potency, µM (titrated, usually from 57.7 µM), for inactives: top-dose activity change, negative = decrease; 280,000 compounds, 0.93% hits; AID 1463; note: % is set by controls: 0 for no effect and ±100 for the full control effect; nearly all actives have a fitted effect of over 55% in size
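Human tau K18 P301L (15 uM unlabeled, 0.24 uM Alexa 594-labeled) in 100 mM sodium acetate pH 7 with 20 uM heparin, 6 hr at 37 C. ThT 30 uM added, 1 hr ambient; Alexa 594 FP and total fluorescence read at 555/632 nm.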
Tau fibril ThT: inhibitors of human tau fibril formation, thioflavin T binding | P10636 | recombinant tau K18 P301L, heparin-induced fibrillization, ThT fluorescence | Potency, µM (series often up to 57.4 µM), inactives show at the highest dose activity, negative = inhibition, hits mostly inhibitors | 270,000 compounds, 2.1% hits; note: % is set by controls: 0 for no effect and ±100 for the full control effect; nearly all actives have a fitted effect of over 55% in size
Target sequence (P10636 561-689 P618L limits assumed): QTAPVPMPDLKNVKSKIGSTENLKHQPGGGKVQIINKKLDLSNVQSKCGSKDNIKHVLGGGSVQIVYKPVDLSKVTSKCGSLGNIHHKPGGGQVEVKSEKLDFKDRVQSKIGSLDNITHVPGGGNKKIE
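Fibril formation assay: tau K18 P301L at 15 uM with trace Alexa 594 label, heparin inducer 20 uM, pH 7 sodium acetate buffer, 37 C for 6 hr; endpoint ThT signal.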
L3MBTL1 inh: inhibitors of human L3MBTL1; Potency, µM (top dose mostly 57.1 µM), for inactives: at the highest dose activity, negative = inhibition, actives largely listed as inhibitors; AlphaScreen L3MBTL1–H3K9me1 peptide binding; Q9Y468; 230,000 compounds, 0.66% hits; note: % is set by controls: 0 for no effect and ±100 for the full control effect; nearly all actives have a fitted effect of over 60% in size
Target sequence (Q9Y468 whole entry, looked up): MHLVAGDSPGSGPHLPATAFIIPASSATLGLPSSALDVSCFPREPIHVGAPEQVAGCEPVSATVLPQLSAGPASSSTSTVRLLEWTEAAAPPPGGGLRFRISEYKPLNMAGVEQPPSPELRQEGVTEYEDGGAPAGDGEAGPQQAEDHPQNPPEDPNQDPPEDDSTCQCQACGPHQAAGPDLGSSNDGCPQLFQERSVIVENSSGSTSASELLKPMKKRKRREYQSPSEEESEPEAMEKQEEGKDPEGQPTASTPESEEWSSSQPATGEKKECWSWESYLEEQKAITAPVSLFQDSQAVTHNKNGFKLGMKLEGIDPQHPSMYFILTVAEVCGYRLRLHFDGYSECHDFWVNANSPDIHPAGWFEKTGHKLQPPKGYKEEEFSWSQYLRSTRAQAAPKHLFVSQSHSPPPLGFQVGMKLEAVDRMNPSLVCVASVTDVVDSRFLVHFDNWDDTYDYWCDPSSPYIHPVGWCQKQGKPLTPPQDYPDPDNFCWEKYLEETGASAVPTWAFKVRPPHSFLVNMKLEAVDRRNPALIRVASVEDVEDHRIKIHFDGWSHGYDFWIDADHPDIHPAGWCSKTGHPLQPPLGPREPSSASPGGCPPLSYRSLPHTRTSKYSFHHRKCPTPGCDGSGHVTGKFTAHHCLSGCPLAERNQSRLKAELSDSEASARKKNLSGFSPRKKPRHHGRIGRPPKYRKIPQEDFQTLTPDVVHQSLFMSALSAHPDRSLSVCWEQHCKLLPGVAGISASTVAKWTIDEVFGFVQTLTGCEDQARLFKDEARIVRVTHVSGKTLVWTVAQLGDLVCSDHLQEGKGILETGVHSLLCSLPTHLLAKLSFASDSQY
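AlphaScreen assay: L3MBTL1 (50 nM final) was preincubated 30 min at room temperature with biotinylated H3(1-15)K9me1 peptide (75 nM final), then 30 min with library compounds; streptavidin donor and nickel chelate acceptor beads (10 ug/mL final) added, 30 min dark.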
Tau FP inhib: tau fibrillization inhibition (FP) | P10636 | K18 P301L tau heparin fibrillization, Alexa594 FP, 6 h | Potency, µM (highest dose often 57.7 µM), inactives show at the top dose activity, negative = inhibition, hits mostly inhibitors | 280,000 compounds, 0.39% hits | AID 1468; note: % is set by controls: 0 for no effect and ±100 for the full control effect; nearly all actives have a fitted effect of over 55% in size
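FP of Alexa 594-tau after heparin (20 uM) induction. Substrate: human K18 P301L, 15 uM unlabeled, 0.24 uM labeled. Buffer 100 mM sodium acetate pH 7. 6 hr, 37 C.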
HTT ATP protect: Huntington cell model cytoprotection by ATP luminescence. PC12 HTT-Q103 induced, cytoprotection, ATP luminescence, 40 h. Potency, µM (top dose mostly 56.4 µM), for the others: cytoprotection (ATP increase), actives largely listed as activators. 230,000 compounds, 0.14% hits. AID 1471;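 note: % of control where 0% means no effect; nearly all actives have a fitted effect of over 45% in size; toxic huntingtin expression switched on by the ecdysone agonist tebufenozide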
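Huntington model: PC12 line, ecdysone-inducible HTTQ103 exon1–GFP, tebufenozide 100 nM. Test articles in a dose series. Endpoint luminescence from cellular ATP.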
TR SRC2 fluor cs: Texas Red fluorescence interference in TRb-SRC2 counter-screen. AID 1479. TRb/SRC2 Texas Red total fluorescence interference. Potency, µM (titrated, usually from 106 µM), for the others: at the top dose fluorescence change, negative = quenching. 280,000 compounds, 0.29% hits; active = well fitted curve in either direction with a large enough effect; inconclusive = small, poorly fitted or top-dose-only effect; note: % is set by controls: 0 for no effect and ±100 for the full control effect
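Human TRβ ligand-binding domain (0.6 uM) and Texas Red SRC2 peptide (20 nM) in Tris buffer with 1 uM T3 and 5% DMSO were incubated with pinned compound for 5 hr at ambient temperature. Total fluorescence was computed as S + 2P (555/632 nm).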
TRb-SRC2 inh: TRbeta-SRC2 interaction inhibition | TRbeta-SRC2 peptide binding, fluorescence polarization; receptor liganded with 1 µM T3 | Potency, µM (titrated, usually from 106 µM), for inactives: at the highest dose activity change, negative = inhibition, hits mostly inhibitors | 280,000 compounds, 0.065% hits | AID 1469;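 note: plate controls were bound peptide for no effect and peptide without receptor for full effect; nearly all actives have a fitted effect of over 50% in size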
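Human TRb LBD (0.6 uM) plus Texas Red-labeled SRC2 peptide (20 nM), 1uM T3, 5% DMSO, 5 hr at ambient temperature. Decreased polarization (555/632 nm) flags inhibition; data normalized to free and bound peptide controls.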
Starred values were filed as active, the others as inactive; i = inactive; ? = inconclusive; . = no result given; & = joins results of further samples; [ ] = dose if it differs, or a comment. Unless noted, calls come from the whole dose curve; as a rule, active = well fitted curve in the direction sought with a large enough effect; inconclusive = small, poorly fitted or top-dose-only effect, or another doubt; inactive = no such curve, though single readings can be large; an effect the other way counts as inactive or inconclusive. Potency is the fitted concentration of half-maximal effect. The list is partial (hit frequency here may not be typical).

SMILES | RECQ1 inh | Tau fluor cs | Tau fibril ThT | L3MBTL1 inh | Tau FP inhib | HTT ATP protect | TR SRC2 fluor cs | TRb-SRC2 inh
CC(/C=N/n1c(-c2ccc(Cl)cc2)n[nH]c1=S)=C\c1ccco1 | -2% | -26% | ? | -15% | -1% | 3%[10 µM] | 1% | 1%
CC1CCCC/C1=N/Nc1ccc([N+](=O)[O-])cc1[N+](=O)[O-] (configuration not stated) | -2% | ? | ? | . | 2% | -6% | -1% | -8%
CCOC(=O)Cn1c(=NC(=O)C(C)C)sc2c(C)cc(C)cc21 | -6% | -27% | . | . | 3% | 0%[10 µM] | 0% | -4%
CCCS(=O)(=O)Nc1c(C(=O)O)[nH]c2ccc(OC)cc12 | 0% | -15% | ? | 2% | 7% | 16%[10 µM] | -1% | 1%
CN1CCSc2ccc(C(=O)NCc3ccccc3)cc21 | . | -24% | -7% | -6% | 10% | . | -3% | -5%
COc1ccc(-c2cc(-c3cccs3)c(C#N)c(SCC(=O)NCc3ccccc3)n2)cc1 | -10% | 0% | -2% | 10% | -10% | -27% | -4% | -7%
COC(=O)[C@@H]1C[C@@H]2CC[C@@H](O)C[C@@H]2N1Cc1ccc(C(F)(F)F)cc1 | i | -6%&2% | -7%&4% | . | ? | -28% | -1%&0% | -5%&8%
COc1ccc(S(=O)(=O)NCc2ccc3c(c2)OCO3)cc1C(=O)O | -3% | 6% | 7% | 1% | -4% | -5% | -1% | -12%
COc1ccc(N2CCN(C(=O)c3ccncc3)CC2)cc1 | 8% | -15% | -7% | . | -1% | 12%[10 µM] | -2% | 15%
O=C1C(Nc2ccccc2)=C2CCCC=C2N1c1ccccc1 | -1% | -4% | -1% | -22% | -7% | -37% | -3% | 4%
C#CCOCCOCCOCCNc1nc(N2CCN(C(=O)[C@H](CCCCN)n3cc([C@@H](N)CC(C)C)nn3)CC2)nc(N2CCN(C(=O)[C@H](CCCCN)n3cc([C@@H](N)CC(C)C)nn3)CC2)n1 | 38%[activator] | 12% | -3% | -6% | 8% | 17%[10 µM] | 1% | -6%
CC(C)(C)OC(=O)N1CCC(c2c(C(=O)N3CCC(c4ccccc4)C3)cnn2-c2cccc(Cl)c2)CC1 (configuration not stated) | . | -19% | ? | . | -1% | . | 0% | -8%
Cc1c(NC(=S)Nc2cccc(Cl)c2)c(=O)n(-c2ccccc2)n1C | -6% | -3% | -3% | . | -2% | -25% | -1% | 3%
Cc1cccc(NC(=S)NC2CCCC2)c1 | 0% | 0% | 5% | 0% | -6% | 7%[10 µM] | 2% | 11%
O=C(C1=C[C@H](c2ccc3c(c2)OCO3)C[C@H](OCc2ccc(CO)cc2)O1)N1CCOCC1 | -7% | -4% | -4% | 14% | -10% | 10%[10 µM] | -1% | -3%
COc1ccc(NS(=O)(=O)c2cccc(C(=O)NNC(=O)c3cc(C)oc3C)c2)cc1 | -11% | 0% | 3% | -17% | 3% | 4%[10 µM] | 0%[53 µM] | 1%[53 µM]
CCCCNCCCOc1cccc(Cl)c1Cl | -4% | -10% | 0% | . | -3% | 18%[10 µM] | 0% | 6%
Cc1ccc(-c2nnc(SCC(=O)Nc3cccc(C(=O)N4CCOCC4)c3)n2C)cc1 | -4% | 12% | 3% | 7% | 6% | 24%[10 µM] | -1%[53 µM] | 0%[53 µM]
CCc1nc(C)ccc1OCC(=O)NCCCN(C)C | -7% | -3% | 5% | -30% | -4% | -8%[10 µM] | -2% | 6%
CCOc1ccc(S(=O)(=O)N/N=C(\C)c2ccc(OC)cc2OC)cc1 | -1% | -4% | 0% | 9% | -5% | -15% | -6% | -8%
COc1cccc(NC(=O)N2CCCC2C(=O)NCc2ccccc2F)c1 (configuration not stated) | -9% | -3% | -5% | 14% | 4% | 8%[10 µM] | -1% | 0%
O=S(=O)([O-])C/C(=C\c1ccc(Cl)cc1)c1cc[n+](CCO)cc1 | 13% | 11% | 11% | 5% | -1% | . | -2% | -2%
CC(C)(C)OC(=O)NCCc1nnc(SCc2ccccc2)o1 | -5% | -7% | -8% | 4% | -1% | 11%[10 µM] | -3% | -6%
CC1=C(C(=O)OCC(C)C)C(c2ccc(F)cc2)NC(=O)N1 (configuration not stated) | -4% | -8% | 4% | 2% | ? | -4% | 1% | -14%
CCOC(=O)c1[nH]c2ccc(Br)cc2c1NC(=O)CCN1CCC(C)CC1 | i | -9% | -4% | . | 5% | -8% | 2% | -16%
Cc1c(CCNC(=O)Cc2ccccc2)sc2nc(-c3ccc(F)cc3)nn12 | . | -12% | -3% | . | -9% | . | 0% | -14%
CC(=O)c1cc(C#N)c(SCC(=O)C(C)(C)C)nc1C | -14% | ? | -10% | 10% | 8% | -10% | -1% | 11%
O=C(CSc1nnc(CNc2cccc(Cl)c2)o1)OC1CCCCC1 | -11% | -23% | ? | 13% | -1% | 16% | -3% | 2%
CC(=O)Nc1cccc(NC(=O)CS(=O)(=O)c2cn(CC(=O)N3CCOCC3)c3ccccc23)c1 | -1% | 0% | -1% | . | -6% | -35% | -4% | 5%
COC(=O)Cn1c(SCCOc2ccccc2OC)nc2ccccc21 | . | 6% | 10% | . | -10% | . | 1% | 1%

Ordered by SMILES length (low to high): 5 of the compounds above
SMILES | RECQ1 inh | Tau fluor cs | Tau fibril ThT | L3MBTL1 inh | Tau FP inhib | HTT ATP protect | TR SRC2 fluor cs | TRb-SRC2 inh
CC(C)(C)OC(=O)NCCc1nnc(SCc2ccccc2)o1 | -5% | -7% | -8% | 4% | -1% | 11%[10 µM] | -3% | -6%
CC(=O)c1cc(C#N)c(SCC(=O)C(C)(C)C)nc1C | -14% | ? | -10% | 10% | 8% | -10% | -1% | 11%
O=C(CSc1nnc(CNc2cccc(Cl)c2)o1)OC1CCCCC1 | -11% | -23% | ? | 13% | -1% | 16% | -3% | 2%
CCOC(=O)c1[nH]c2ccc(Br)cc2c1NC(=O)CCN1CCC(C)CC1 | i | -9% | -4% | . | 5% | -8% | 2% | -16%
O=S(=O)([O-])C/C(=C\c1ccc(Cl)cc1)c1cc[n+](CCO)cc1 | 13% | 11% | 11% | 5% | -1% | . | -2% | -2%

New compounds follow:
SMILES | RECQ1 inh | Tau fluor cs | Tau fibril ThT | L3MBTL1 inh | Tau FP inhib | HTT ATP protect | TR SRC2 fluor cs | TRb-SRC2 inh
CC(C)(C)NC[C@H](O)c1cc(O)cc(O)c1 | -3%[25.9 µM] | . | . | . | . | -10%[17.1 µM] | -2% | 2%
O=C(N/N=C/c1ccc(Cl)cc1Cl)C1CCN(c2ncc(C(F)(F)F)cc2Cl)CC1 | i | 9% | 6% | 5% | 3% | 4% | -3% | 3%
Fc1cccc(Cl)c1/C=N/Nc1ccccn1 | i | -2% | -4% | -7% | 5% | -5%[10 µM] | -1% | 11%
O=C(C(=O)N1CCc2ccccc2C1)N1CCc2ccccc2C1 | 0% | 7% | 1% | 4% | 3% | -14%[0.074 µM] | 1% | -5%
CC1=C(C(=O)Nc2ccc([N+](=O)[O-])cc2)C(c2cccc(C(F)(F)F)c2)NC(=S)N1c1ccccc1 (configuration not stated) | -2% | ? | -19% | . | -8% | -15% | -2% | 1%
COc1cc(CNCc2cccnc2)ccc1OCC(=O)NC(C)(C)C | i | -3% | 1% | -5% | -7% | -16%[10 µM] | -4% | -12%
CCc1ccc(CNC(=O)C2CCCN(c3nc4ccccc4o3)C2)cc1 (configuration not stated) | 17% | -12% | -10% | . | 8% | 12% | 0% | 5%
COC(=O)CN1C(=O)Nc2ccc(Br)cc2C1c1ccccc1Cl (configuration not stated) | -7% | -17% | -14% | . | 7% | -9% | 0% | -14%
CCOC(=O)c1c(C)[nH]c2ccc3c(c12)CN1CCc2cc(OC)ccc2[C@@H]1O3 | -3% | -15% | ? | . | 1% | -66%[inhibitor] | -1% | 4%
Cc1cc(=O)oc(C)c1C(=O)N1CCc2c([nH]c3ccccc23)C1C(C)C (configuration not stated) | -4% | -5% | 4% | 0% | 6% | -11% | -1% | -1%
Cc1ccc(NC(=O)Cn2c(=O)n(Cc3ccco3)c(=O)c3ccccc32)cc1 | . | -25% | 15% | . | ? | . | -18% | 2%
CC1CCc2c(sc(NC(=O)COc3ccccc3C(C)(C)C)c2C#N)C1 (configuration not stated) | . | -5% | ? | . | ? | . | 6% | -1%
Cc1c(NC(=O)CNCc2ccc3c(c2)OCO3)c(=O)n(-c2ccccc2)n1C | 3% | 1% | 1% | . | 0% | -9%[10 µM] | -1% | -1%
O=C(CN1C(=O)CSc2ccccc21)Nc1ccccc1C(=O)N1CCOCC1 | i | 6% | -1% | -13% | 5% | -3% | 1% | -11%
CC1CC1C(=O)OCC(=O)Nc1ccccc1Oc1ccccc1 (configuration not stated) | 4% | -5% | -3% | -1% | 12% | 7% | -4% | -6%
COC1=C(Nc2ccccc2OC)C(=O)c2ccccc2C1=O | 9% | ? | ? | 20µM* | ? | -24%[10 µM] | -3% | -1%
CCOc1ccc(S(=O)(=O)NCC(c2ccc(N(C)C)cc2)N2CCc3ccccc32)cc1 (configuration not stated) | . | ? | ? | . | 6% | . | -2% | 4%
COc1cc2nc(NCCc3cccc(C)c3)n3nc(-c4ccccc4)nc3c2cc1OC | . | -8% | 17% | . | -6% | . | 4% | -7%
O=C(CCCCCCCCC(=O)N/N=C/c1ccco1)N/N=C/c1ccco1 | -17% | -7% | ? | -24% | -8% | 10%[10 µM] | -1% | 1%
O=C(NCCc1nc2ccccc2[nH]1)c1ccc(Cl)c([N+](=O)[O-])c1 | -1% | -23% | ? | -2% | -9% | 15%[10 µM] | -4% | -2%
Nc1ccc(-n2cnc3cc([N+](=O)[O-])ccc32)cc1 | 0% | -9% | ? | 2% | 0% | -4% | -2% | 3%
CCOc1ccc(CC(=O)Nc2c(C(=O)Nc3ccc(OC)cc3OC)oc3ccccc23)cc1 | . | -24% | 9% | . | -6% | . | -1% | -1%
